Compound activity as filed in PubChem BioAssay.
KKLEB cytotox: counter-screen for CF NF-kB inhibitors: cytotoxicity; 0.36% of 360,000 active; KKLEB CF airway cells viability, ATPlite luminescence, overnight; hits give low values; cells stimulated with P. aeruginosa culture filtrate; activity change (cytotoxicity), % at 5 µM; AID 602141;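 active = corrected activity change at or below -50% at 5 µM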
NR2E3 ag-1: agonists of human nuclear receptor NR2E3; Q9Y5X4; GST-NR2E3/biotin-RetCOR TR-FRET, 1536-well; inhibition of corepressor binding, % at 4.78 µM; 0.12% of 320,000 active; AID 2300;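 active = percent inhibition above the cutoff of mean plus 3 SD of all tested compounds, set per screening campaign, cut at about 20% in these data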;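 also: 0% = DMSO wells and 100% = biotin wells as full block of FRET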
Target sequence (Q9Y5X4 whole entry, looked up): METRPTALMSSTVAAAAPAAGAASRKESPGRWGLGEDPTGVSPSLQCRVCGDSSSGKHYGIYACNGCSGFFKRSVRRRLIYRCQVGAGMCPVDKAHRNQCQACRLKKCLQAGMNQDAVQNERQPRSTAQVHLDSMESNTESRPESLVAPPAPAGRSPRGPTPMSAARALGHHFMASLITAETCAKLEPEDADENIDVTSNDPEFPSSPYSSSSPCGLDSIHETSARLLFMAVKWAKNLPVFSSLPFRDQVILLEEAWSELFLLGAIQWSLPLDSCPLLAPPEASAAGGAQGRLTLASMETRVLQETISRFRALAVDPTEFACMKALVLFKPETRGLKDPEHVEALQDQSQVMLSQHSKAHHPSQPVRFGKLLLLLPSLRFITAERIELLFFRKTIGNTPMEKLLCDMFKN
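system = GST-tagged NR2E3 plus biotinylated RetCOR corepressor | input = 1.35 nM GST-NR2E3 | also added = 7 nM biotin-RetCOR | schedule = 5 h incubation at 4 °C | measured by = TR-FRET with europium anti-GST and streptavidin-D2, 340 nm excitation | read-out = percent loss of FRET ratio relative to control wells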
TRPM1 prom inh: reduces MITF-dependent TRPM1 promoter luciferase signal; SK-MEL-5 TRPM1 promoter luciferase, 24 h; inhibition, % at 12.5 µM; 0.83% of 330,000 active; AID 488899;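 active = mean inhibition across replicates of 60% or more, whatever share of single replicates reaches that level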; also: values of inactives mirror those of a sister screen read the other way
HIF-2a block: HIF-2a inhibition. 786-0 RCC cells HIF-2a reporter, luciferase luminescence, overnight. inhibition, % at 18.8 µM. 0.72% of 360,000 active. AID 624352;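 active = inhibition of the luminescence signal of 40% or more relative to plate controls, in a single-dose primary screen at 18.75 µM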
CF NFkB inh: inhibitors of cystic fibrosis induced NF-kB; KKLEB NF-kB-GFP reporter, PAF-induced, GFP fluorescence overnight; inhibition, % at 5 µM; 0.86% of 360,000 active;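 active = at least 50% inhibition at 5 µM, scaled per plate between neutral and stimulator controls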;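 also: PAF is a Pseudomonas aeruginosa culture filtrate used as stimulus; plate controls were PAF-stimulated DMSO wells for no effect and unstimulated DMSO wells for full effect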
C8 TRAIL sens: caspase-8 TRAIL sensitization. 1% of 360,000 active. inhibition (viability loss, TRAIL sensitization), % at 10 µM. NB7+C8 cells + TRAIL, ATPlite viability luminescence;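 active = compounds causing at least 50% loss of cell viability in the single-dose screen, relative to plate controls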
NR2E3 ag-2: activates human NR2E3 receptor; CHO-S Gal4-NCOR/VP16-NR2E3 two-hybrid, luciferase; inhibition of corepressor binding, % at 3.98 µM; 0.35% of 360,000 active; AID 602229;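 active = inhibition above the mean of all tested compounds plus 3 SD, cut at about 70% in these data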;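 also: 0% = DMSO with NR2E3 transfected cells and 100% = cells lacking NR2E3 construct; higher means lower luciferase signal from less NR2E3 corepressor binding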
TROY NFkB inh: TROY signaling inhibition | Q293 LMP1-TROYcd NF-kB luciferase reporter, 4 h | inhibition, % at 10 µM | 0.98% of 360,000 active | AID 1347056;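 active = compounds whose plate-normalised and pattern-corrected inhibition of the luciferase reporter signal at the single screening dose is 50% or more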
Shn3 3UTR inh: inhibitors of Schnurri-3 3'UTR reporter in osteoblasts; Clone20 osteoblast Shn3 3'UTR firefly luciferase, 24 h; inhibition, % at 12.5 µM; 0.52% of 360,000 active; AID 588674;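 active = mean inhibition of at least 75% with every replicate also reaching 75%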;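 also: 0% = median of neutral control wells and 100% = pilot-screen positive control compound; some compounds past the cut are filed as inactive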
Peg3 promoter: reduces Peg3 promoter-driven luciferase expression in HeLa; HeLa PEG-Prom luciferase reporter, luminescence, overnight; inhibition, % at 20 µM; 1.7% of 360,000 active; AID 588405;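 active = inhibition of at least 50% at 20 µM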
TWEAK Fn14 block: blocks TWEAK-Fn14 interaction in a reporter cell assay | TWEAK-stimulated Fn14 reporter cells, luciferase luminescence, 8 h | inhibition, % at 10 µM | 2% of 360,000 active | AID 1159606; in the data active = inhibition above about 50%
The depositor's hits bear a star; . = not tested or not shown. An excerpt (hit frequency here may not be typical).

Screens in order – KKLEB cytotox	NR2E3 ag-1	TRPM1 prom inh	HIF-2a block	CF NFkB inh	C8 TRAIL sens	NR2E3 ag-2	TROY NFkB inh	Shn3 3UTR inh	Peg3 promoter	TWEAK Fn14 block
1) Cc1ccccc1Cn1cc(NS(=O)(=O)c2cn(C)nc2C)cn1
 : -1	6	8	15	7	-17	-29	0	2	13	7
2) Cc1nnc(SCc2cccc(Cl)c2)n(N)c1=O
 : 0	4	11	8	-9	3	-14	-12	8	-1	1
3) COC(=O)c1ccc(NC(=O)c2cc(-c3ccncc3)nc3ccccc23)cc1
 : -11	-3	2	7	18	15	-3	-4	16	15	5
4) CN1CCN(CCCNC(=O)C2CC(=O)N(C3CCCCC3)C2)CC1 (stereo not given)
 : 10	-2	3	3	-7	-5	-28	10	-19	-1	-35
5) COc1ccccc1C(=O)N1CCN(C(=O)Cc2ccccc2)CC1
 : 9	-4	12	12	2	-12	-20	-5	1	1	20
6) O=C1CCCc2oc3c(cc(NS(=O)(=O)c4ccc5c6c(cccc46)C(=O)N5)c4ccccc43)c21
 : -2	-3	-10	-2	-4	-12	-2	42	14	-8	6
7) Cc1cc(C)c2c(=O)n3c(nc2c1)C(Cc1ccc(O)cc1)NC(=O)c1cc2ccccc2cc1-3 (stereo not given)
 : -2	.	.	-10	5	23	14	21	54	67*	-12
8) COc1ccccc1N/N=C/c1ccc2c(c1)OCO2
 : 10	-2	-36	-59	3	3	9	-4	-9	-112	60*
9) CCN(c1ccccc1)S(=O)(=O)c1ccc2c(c1)CC(C)N2C(=O)C1CC1 (stereo not given)
 : -4	1	0	-1	20	15	-27	1	22	25	5
10) C/C(=N/NC(=O)CNc1ccc(C)cc1)c1ccc(Br)s1
 : 12	-1	3	-36	-4	-21	-31	-8	9	-15	0
11) CC1(c2nnc(-c3cccc(Cl)c3)o2)CC(c2ccc(Cl)cc2)=NO1 (stereo not given)
 : 9	2	-2	-37	10	-9	8	1	-6	-12	-27
12) COC(=O)C(C)n1cnc2c(cnn2-c2ccc(Cl)cc2)c1=O (stereo not given)
 : 4	-1	-45	-220	-8	1	-73	-29	-12	-189	5
13) COc1ccc(NC(=O)CNC(=O)Cc2cccc3ccccc23)cc1
 : -5	.	-11	5	21	-18	-10	12	-12	-5	15
14) Cc1cc(C(C)(C)C)cc(S(=O)(=O)Nc2cccc(C(=O)O)c2)c1C
 : -10	1	9	-3	-6	-12	6	-1	-9	6	6
15) Cc1ccc(CN(C)C(=O)c2ccccc2Oc2ccccc2)o1
 : -19	6	-2	12	-19	-15	-17	0	-6	15	12
16) COc1ccccc1-c1cn[nH]c(=S)n1
 : 6	1	-4	13	0	4	15	9	-8	20	-9
17) O=C(CSc1ccccc1)NCCc1ccccc1
 : 0	1	-44	-114	4	1	-44	-53	-26	-102	-4
18) COc1ccc(/C=C/c2nnc(NC(=O)COc3cccc(C)c3)s2)cc1
 : 6	0	-14	-23	-1	10	-14	-13	-20	-3	-19
19) C=CC(=O)N1C/C(=C/c2ccc(F)cc2)C(=O)/C(=C\c2ccc(F)cc2)C1
 : -69*	.	96*	82*	91*	93*	58	79*	91*	107*	106*
20) CCOc1ccc(OCCCC(=O)NCCc2ccc(OC)cc2)cc1
 : -12	0	1	10	15	4	-8	0	9	10	5
21) CCn1nnnc1SCC(=O)N1c2ccccc2NC(=O)CC1C (stereo not given)
 : 2	-1	8	7	2	9	-21	2	2	-8	11
22) NC(=O)[C@H]1CC2(CC(c3cccc(NC(=O)COc4ccc(Cl)cc4)c3)=NO2)CN1C(=O)Cc1ccc([N+](=O)[O-])cc1 (stereo not given in full)
 : 1	-1	19	-25	17	16	-14	29	68	-3	65*
23) CC12CCC(=O)C=C1CCC1C2C(O)CC2(C)C1CCC2(O)C(=O)COC(=O)COCC(=O)O (stereo not given)
 : 19	.	16	15	70*	-18	-7	13	-22	-2	-34
24) CCOc1ccccc1NC(=O)Nc1cccc(S(N)(=O)=O)c1
 : 12	-2	.	14	-11	-7	-23	-23	5	13	-8
25) O=[N+]([O-])c1ccc(Sc2ccccc2Cl)nc1
 : -26	1	-22	4	-4	-20	-8	8	-29	-4	-11
26) COCCn1c(N)c(NCc2ccccc2)c(=O)n(CC(=O)Nc2cc(C)ccc2C)c1=O
 : -6	-1	7	6	2	-1	1	.	3	5	10
27) COc1cccc(OC)c1C(=O)Nc1ccncc1
 : -5	1	0	9	-22	0	15	13	2	-6	24
28) O=C(NCc1ccccc1F)C(=O)NCC1OCCCN1S(=O)(=O)c1cccs1 (stereo not given)
 : -7	3	4	12	-5	-12	-6	-2	10	5	-7
29) Cc1nn(C)c(C(=O)NNC(=S)Nc2ccc(Cl)cc2)c1[N+](=O)[O-]
 : 17	-1	6	-42	-23	-1	-20	3	6	11	-14
30) COc1cccc2c1c(NC(=O)c1cc(C)on1)nn2C
 : 18	0	-2	-1	-27	-13	-5	-2	-22	16	-12
31) OC[C@@H]1CN(Cc2ccccc2)C[C@H](n2cnc3c(N4CCOCC4)ncnc32)O1
 : -10	.	.	0	-54	5	-6	-9	-3	-5	-19
32) C[C@H](O)C#Cc1ccc2c(c1)O[C@@H](CN(C)Cc1ccc(-c3ccccc3)cc1)[C@H](C)CN([C@@H](C)CO)S2(=O)=O
 : -17	.	.	-2	36	15	-13	7	83	37	36
33) Cc1c(NS(=O)(=O)c2cc(C(=O)NCC3CCCO3)cc(Cl)c2Cl)c(=O)n(-c2ccccc2)n1C (stereo not given)
 : 12	-1	4	-13	4	-11	-29	14	2	-5	8
34) CC1CCCCN1S(=O)(=O)c1ccc(S(=O)(=O)N(CC(=O)Nc2ccccc2)Cc2cccs2)cc1 (stereo not given)
 : 2	-2	-4	19	-3	-3	22	13	-13	20	19
35) Nc1c(C(=O)Nc2ccccc2)c2nc3ccccc3nc2n1CCCN1CCOCC1
 : -8	0	-22	-64	-20	14	4	11	-1	44	-1
36) Cc1ccc(S(=O)(=O)N2[C@H](c3ccccc3)CC(=O)[C@@H]3CN(S(=O)(=O)c4ccccc4)[C@H](c4ccccc4)C[C@@H]32)cc1
 : 1	.	.	16	15	-2	31	-3	-8	19	-10
37) CC(=O)NC12CC3CC(C1)CC(C(=O)Nc1nccs1)(C3)C2
 : 4	-1	4	16	-14	-6	8	4	-2	13	-21
38) O=C(c1cc(-c2ccc(Cl)cc2)on1)N1CCN(c2ccc(F)cc2)CC1
 : -2	1	5	0	-17	-7	-15	9	-51	-4	-8
39) Oc1ccc(Cl)cc1-c1cc(-c2cccc(Br)c2)n[nH]1
 : 10	3	-12	-102	9	15	-25	-2	0	-21	29
40) COc1ccc(/C=N/NC(=O)c2ccc(Br)cc2)cc1CN1CCOCC1
 : -1	2	5	17	2	-15	4	-9	3	17	-1
41) O=C(O)CCC(=O)NNC(=O)c1cccc(Cl)c1
 : 0	1	3	14	13	-4	0	-2	-4	1	12
42) Cc1ccc(N2C(=N)SCC2=O)cc1Cl
 : 6	1	1	9	-4	-3	-22	9	-13	33	-9
43) COCCCN1C(=O)C(=O)/C(=C(/O)c2ccc(OC)cc2)C1c1ccc(O)c(OC)c1 (stereo not given)
 : 4	6	5	8	-4	-4	6	-6	-39	10	-16
44) O=S1(=O)N=C(Nc2nc3c(s2)CCCC3)c2ccccc21
 : 1	5	-29	-180	-16	75*	-100	-58	-63	-209	17
45) COc1ccc(NC(=O)CSc2nnc(CNC(=O)c3ccco3)o2)cc1
 : 10	0	-9	10	-15	-7	27	-20	2	1	2
46) COC(=O)c1ccc2nc(NC(=O)CCS(=O)(=O)c3ccccc3)sc2c1
 : -34	6	23	13	58*	16	-6	-43	11	21	37
47) COc1ccccc1-n1c(SCC(N)=O)nnc1-c1ccccc1
 : 7	0	0	10	1	-13	-15	-11	0	1	1
48) CCc1cc(CNC(=O)c2cccc(OC3CCN(S(C)(=O)=O)CC3)c2)on1
 : 1	-3	7	-39	9	-2	-12	-5	2	-5	11
49) C=C1[C@@H](O)[C@H](Cc2ccccc2)N(Cc2ccccc2Br)S1(=O)=O
 : -93*	.	5	71*	85*	28	28	24	12	97*	67*
50) CCOc1ccc(NC(=O)c2ccccc2NC(=O)CN(C)CC(=O)Nc2ccc(C)cc2)cc1
 : 8	-1	0	28	6	0	21	5	16	22	10
51) CCOC(=O)C1(CCOC)CCN(C/C=C/c2ccccc2OC)CC1
 : -1	0	13	11	-3	3	3	-15	49	11	-4
52) O=C(c1cccc(S(=O)(=O)N2CCCC2)c1)N1CCN(S(=O)(=O)c2cccc(Cl)c2)CC1
 : -5	.	-3	14	-2	3	-7	-2	-4	25	5
53) CC(C)C[C@H]1CN(CCCC[C@H]2CNC(=O)C(=O)N2CC2CCCCC2)C(=O)C(=O)N1Cc1ccccc1
 : .	.	.	2	.	-5	-15	-1	.	.	10
54) Cc1ccc(C2=NN(C(=O)CN3C(=O)c4ccccc4S3(=O)=O)C(c3ccco3)C2)cc1 (stereo not given)
 : 1	1	2	3	-10	2	-22	-6	9	22	38
55) Cc1ccc(/C=C2\SC(N3CCN(C(c4ccccc4)c4ccccc4)CC3)=NC2=O)o1
 : 11	1	5	18	-11	-7	-5	4	12	29	22
56) Cc1cccc(Oc2coc3cc(OC(=O)c4cc5ccccc5oc4=O)ccc3c2=O)c1
 : -10	0	-48	-45	9	1	-76	-22	-25	-115	-13
57) Cc1ccccc1C(=O)Nn1cnnc1
 : -10	4	2	24	23	1	11	-5	0	6	-1
58) N#Cc1ccccc1S(=O)(=O)N1CCC(C(=O)Nc2cccc(C(=O)NC3CC3)c2)CC1
 : -9	.	-2	10	4	-36	24	-11	6	13	-11
59) CCOC(=O)c1[nH]ncc1CN1CCCC(C(=O)c2ccc(OC)c(OC)c2)C1 (stereo not given)
 : -5	0	10	17	-4	1	-15	-5	16	2	-8
60) Cc1ccccc1OCc1nc(-c2ccc(NC(=O)c3ccc4c(c3)OCO4)cc2)no1
 : 5	1	-2	-122	3	19	-35	-39	4	-50	-35
61) Cc1onc(-c2c(F)cccc2Cl)c1C(=O)Oc1ccccc1
 : -3	.	.	3	-8	-1	-20	4	-4	29	5
62) CCOc1ccccc1-c1nc(-c2ccc(C)nc2OC)no1
 : 2	3	-92	-317	-1	21	-113	-76	-151	-339	4
63) Cc1ccc(OCc2cc(C(=O)N3CCc4[nH]cnc4C3c3ccccn3)no2)cc1C (stereo not given)
 : 6	-4	-4	-5	9	-7	2	-13	1	-8	0

Entries of single compounds as entered above:
CCn1nnnc1SCC(=O)N1c2ccccc2NC(=O)CC1C (stereo not given) across the screens: KKLEB cytotox = 2; NR2E3 ag-1 = -1; TRPM1 prom inh = 8; HIF-2a block = 7; CF NFkB inh = 2; C8 TRAIL sens = 9; NR2E3 ag-2 = -21; TROY NFkB inh = 2; Shn3 3UTR inh = 2; Peg3 promoter = -8; TWEAK Fn14 block = 11
CC(=O)NC12CC3CC(C1)CC(C(=O)Nc1nccs1)(C3)C2 across the screens: KKLEB cytotox = 4; NR2E3 ag-1 = -1; TRPM1 prom inh = 4; HIF-2a block = 16; CF NFkB inh = -14; C8 TRAIL sens = -6; NR2E3 ag-2 = 8; TROY NFkB inh = 4; Shn3 3UTR inh = -2; Peg3 promoter = 13; TWEAK Fn14 block = -21
